Luc counter – counter-screen: inhibitors of Kinase-Glo firefly luciferase. Q27757. Kinase-Glo luciferase, ATP luminescence, 8 min. Potency, µM (highest dose often 38.3 µM), without a hit: at the top dose activity change, negative = inhibition, hits mostly inhibitors. 200,000 compounds, 0.28% hits; note: potency is the fitted concentration of half-maximal effect; % is set by controls: 0 for no effect and ±100 for the full control effect; nearly all actives have a fitted effect of over 60% in size
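Inhibition of Kinase-Glo luciferase light generation was assessed at 10 uM ATP in pH 7.2 imidazole buffer, with luminescence measured after eight minutes at ambient temperature.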
LMNA splice mod – LMNA splicing modulation | HeLa LMNA splicing GFP/RFP minigene ratio, 48 h | Potency, µM (highest dose often 46.1 µM), inactives show top-dose ratio change, negative = inhibition, hits mostly inhibitors | 200,000 compounds, 0.01% hits | AID 1487; active = well fitted inhibition curve with a large enough effect in the signal ratio, with a control signal flat, not every such curve was filed as active; inconclusive = small, poorly fitted or top-dose-only effect, or effect the other way, or a change in a side signal; the % refers to the signal ratio; note: potency is the fitted concentration of half-maximal effect; % is set by controls: 0 for no effect and ±100 for the full control effect
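Read-out is the ratio of GFP to DsRed2 object intensity, acquired by 488 nm laser-scanning cytometry on HeLa lamin A-EGFP minigene reporter cells. Compound incubation 48 hrs at 37 °C in Opti-MEM with 2% FBS; DMSO 0.5% final.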
NPSR antagonist – antagonists of human neuropeptide S receptor cAMP signaling; CHO-NPSR cells, cAMP TR-FRET, antagonist mode; Potency, µM (titrated, usually from 38.3 µM), inactives show top-dose activity change, negative = inhibition, usual class: inhibitors; 220,000 compounds, 1% hits; note: potency is the fitted concentration of half-maximal effect; % is set by controls: 0 for no effect and ±100 for the full control effect; nearly all actives have a fitted effect of over 50% in size; many of its hits are not listed in these tables
Target sequence (Q6W5P4 whole entry, looked up): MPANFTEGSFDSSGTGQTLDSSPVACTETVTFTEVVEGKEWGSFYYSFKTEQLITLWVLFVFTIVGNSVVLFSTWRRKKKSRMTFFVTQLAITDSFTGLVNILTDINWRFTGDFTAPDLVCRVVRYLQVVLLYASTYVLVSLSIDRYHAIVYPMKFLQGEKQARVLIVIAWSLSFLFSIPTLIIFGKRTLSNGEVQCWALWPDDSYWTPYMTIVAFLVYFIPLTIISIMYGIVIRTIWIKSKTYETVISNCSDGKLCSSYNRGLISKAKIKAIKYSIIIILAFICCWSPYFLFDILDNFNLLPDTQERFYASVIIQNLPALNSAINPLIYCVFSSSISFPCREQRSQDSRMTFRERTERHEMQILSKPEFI
Epigenetic reg – derepresses silenced GFP reporter in murine cells; murine LDR cells, GFP reporter derepression, 30 h; Potency, µM (titrated, usually from 53.9 µM), for the others: at the top dose GFP activation, usual class: activators; 280,000 compounds, 0.2% hits; note: potency is the fitted concentration of half-maximal effect; % of control where 0% means no effect; nearly all actives have a fitted effect of over 60% in size
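GFP-positive cell count by laser-scanning cytometry (objects 20–120 um) after 30 h, 37 C compound exposure of murine LDR cells; reporter is CMV-GFP integrated at a silenced locus, inducible by HDAC or DNMT inhibitors.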
IMPase Li inh – cell-permeable IMPase inhibitors with lithium potentiation. AID 1457. CHO-M1 cells, IP1 TR-FRET (IP-One), carbachol + lithium. Potency, µM (series often up to 59.4 µM), for inactives: top-dose activity, negative = IMPase inhibition, usual class: inhibitors. 210,000 compounds, 0.35% hits;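 note: IP1 builds up when IMPase is blocked and the TR-FRET signal falls; potency is the fitted concentration of half-maximal effect; plate controls were basal vehicle for no effect and high inhibitor control for full effect; nearly all actives have a fitted effect of over 50% in size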
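Readout is a homogeneous TR-FRET IP1 immunoassay (Ex 320, Em 665 and 620), where raised cytosolic IP1 lowers signal. Cells were CHO-M1 treated 30 min at 37C with test compounds plus a little lithium; AC50 values came from Hill-equation fitting.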
CBFb RUNX1 block – blocks binding between human CBF-beta and RUNX1 | Q01196+Q13951 | AlphaScreen CBFb-His/RUNX1-biotin binding, biochemical | Potency, µM (highest dose often 59.8 µM), inactives show at the highest dose activity, negative = inhibition, most hits filed as inhibitors | 230,000 tested, under 10 active | AID 1477; note: % of control where 0% means no effect
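AlphaScreen binding: CBFb-His and RUNX1-biotin (30 nM each) preincubated 20 min, compound added for 15 min, then nickel and streptavidin beads for 90 min, all at room temperature. Disruption of the interaction by any mechanism counts as activity.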
GLA spleen mod – inhibitors or activators of human alpha-galactosidase in spleen homogenate. Potency, µM (highest dose often 80 µM), without a hit: at the highest dose activity change, negative = inhibition, hits mostly inhibitors. human spleen homogenate, 4MU-alpha-Gal fluorescence, 40 min. 240,000 compounds, 0.008% hits. P06280;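 note: potency is the fitted concentration of half-maximal effect; 0% = enzyme with vehicle and -100% = no enzyme basal signal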
Target sequence (P06280 32-429 limits assumed): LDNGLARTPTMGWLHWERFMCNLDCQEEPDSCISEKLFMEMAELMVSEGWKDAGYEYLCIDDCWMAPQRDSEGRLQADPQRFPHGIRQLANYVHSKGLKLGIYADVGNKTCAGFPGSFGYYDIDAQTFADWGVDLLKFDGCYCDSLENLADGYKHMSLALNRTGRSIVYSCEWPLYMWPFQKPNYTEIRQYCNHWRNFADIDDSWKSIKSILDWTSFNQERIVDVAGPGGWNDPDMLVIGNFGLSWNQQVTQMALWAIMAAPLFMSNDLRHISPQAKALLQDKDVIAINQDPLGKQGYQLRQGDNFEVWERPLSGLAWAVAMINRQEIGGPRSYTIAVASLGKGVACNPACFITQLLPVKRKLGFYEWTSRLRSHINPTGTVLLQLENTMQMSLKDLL
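Human spleen homogenate (1 ug) as enzyme source, 4-methylumbelliferyl-alpha-D-galactopyranoside 1 mM final, citrate/phosphate pH 5.0 with 0.01% Tween-20. Compounds 40 min at 37C, NaOH/glycine stop; fluorescence Ex 365/Em 440, Hill-fit AC50.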
The depositor's hits bear a star; ? = inconclusive; . = no result given; [ ] = remark or other dose. Unless noted, calls come from the whole dose curve; as a rule, active = well fitted curve in the direction sought with a large enough effect; inconclusive = small, poorly fitted or top-dose-only effect, or another doubt; inactive = no such curve, though single readings can be large; an effect the other way counts as inactive or inconclusive. The list is partial. The share of hits here may be higher or lower than overall.

SMILES	Luc counter	LMNA splice mod	NPSR antagonist	Epigenetic reg	IMPase Li inh	CBFb RUNX1 block	GLA spleen mod
COC(=O)C(CC(C)C)NC(=O)CSc1nc(-c2ccccc2)c(C#N)c(=O)[nH]1 (configuration not stated)	6%	9%	7%[46.1 µM]	-1.0%	8.9µM*	3%	6%
c1cncc(CNc2ncnc3sc4c(c23)CCCC4)c1	-2%	.	-14%	-0.1%	-10%	-2%	0%
C[C@@H]1CC[C@@]2(O[C@H](CCO)C[C@H](O)[C@H]2O)O1	.	.	-28%	-2.9%	0%	7%	8%
Cc1ccc(-c2cc(N)n[nH]2)cc1	-5%	1%	-11%[46.1 µM]	-1.0%	24%[38.3 µM]	-17%	-12%
COc1ccc(-c2onc(C)c2-c2cnn(-c3ccccc3)c2)c(O)c1C	.	.	-26%	-0.2%	16%	-2%	-1%
Cc1cc(=O)[nH]c(SCC(=O)Nc2ccc(C)c(S(=O)(=O)N3CCCCC3)c2)n1	.	.	-8%	0.1%	.	-1%	10%
C=CCn1c(SC(C)C(=O)NCc2ccc3c(c2)OCO3)nc2scc(-c3ccccc3)c2c1=O (configuration not stated)	-3%	0%	?	-1.4%	-8%[38.3 µM]	-3%	-19%
CC(C)c1nnc(SCC(=O)N2CCc3ccccc32)n1C	0%	-3%	-1%[46.1 µM]	-1.2%	12%	6%	-4%
O=C(COc1cccc2c1CCN(Cc1ccccc1)C2=O)N1CCCCC1	0%	-7%[46 µM]	4%	0.0%	7%	-2%	-2%
COc1cccc(N2C(=O)CC(N3CCN(S(=O)(=O)c4ccccc4)CC3)C2=O)c1 (configuration not stated)	-3%	5%	-2%[46.1 µM]	-1.9%	1%[38.3 µM]	-2%	5%
CCOC(=O)CC(=O)CSCC(=O)Nc1ccc(C)cc1	2%	-8%	-4%[46.1 µM]	-2.1%	16%[38.3 µM]	9%	0%
CCNC(=O)N1CCCC(C(=O)c2ccc(OC)c(OC)c2)C1 (configuration not stated)	-1%	3%[46 µM]	-5%	2.1%	0%	1%	-10%
Cc1ccc(NC(=O)CCC(=O)NNC(=O)COc2ccccc2)c(C)c1	-2%	-3%	17%	3.0%	-3%	3%	10%
NC(=O)c1ccccc1OCC(=O)c1ccc(Cl)cc1	3%	1%[46 µM]	-12%	-5.3%	17%	12%	11%
CCOC(=O)C1CCN(c2nc(C)cc(C)c2C#N)CC1	1%	?	-16%	1.1%	8%	6%	-3%
CCCn1c(NCc2cccc(OC)c2O)nc2ccccc21	1%	-13%	-7%[46.1 µM]	-2.0%	0%	-5%	2%
Cn1c(=O)c2c(nc(CN3CCc4ccccc4C3)n2Cc2ccc(Cl)cc2)n(C)c1=O	3%	-2%	2%	1.0%	2%	-3%	-2%
O=C(CS(=O)(=O)c1ccccc1)N1CCCCCC1	3%	10%	-3%[46.1 µM]	-1.1%	-1%[38.3 µM]	1%	3%
COc1cnc(-c2ccccn2)nc1N(C)C	-3%	?	1%	-0.4%	3%	.	-1%
Cc1ccc(-c2nn[nH]n2)cc1	2%	-7%	5%[46.1 µM]	-4.6%	5%	2%	5%
COC(=O)C(NC=O)C(O)(Cc1ccccc1)C(F)(F)F (configuration not stated)	-2%	-3%	-3%[46.1 µM]	-0.7%	-6%[38.3 µM]	0%	1%
CCOC(=O)C1CCN(C(=O)COc2cccc(C)c2)CC1	-3%	-13%	-1%[46.1 µM]	-9.5%	11%[38.3 µM]	-1%	0%
CCNS(=O)(=O)c1c(C)cc(C)c(N(C)S(=O)(=O)c2ccccc2)c1C	-5%	.	-11%	0.1%	-2%	0%	7%
CCc1ccc(NC(=O)COc2ccc(/C=C(/C#N)c3nc4ccccc4[nH]3)cc2OC)cc1	-1%	-11%	13%[46.1 µM]	3.4%	?	12%	1%
S=C(NCc1ccccc1)N1CCN(c2cccc(Cl)c2)CC1	3%	?	-39%	1.3%	10%	14%	-16%

Three entries already listed, arranged by the number in NPSR antagonist, falling.
mol	NPSR antagonist
NC(=O)c1ccccc1OCC(=O)c1ccc(Cl)cc1	-12%
c1cncc(CNc2ncnc3sc4c(c23)CCCC4)c1	-14%
CCOC(=O)C1CCN(c2nc(C)cc(C)c2C#N)CC1	-16%

Going on with the list.
SMILES	Luc counter	LMNA splice mod	NPSR antagonist	Epigenetic reg	IMPase Li inh	CBFb RUNX1 block	GLA spleen mod
COc1ccc(N2Cc3ccccc3C2=NC(=O)c2cncc(Br)c2)cc1	-5%	?	-12%	-0.4%	-4%	-2%	3%
O=c1cc(O)cc(/C=C/c2ccc(O)c(O)c2)o1	-10%	?	-26%[46.1 µM]	-1.2%	40%[activator]	?	-25%
O=C(O)CN(C1CCCCC1)S(=O)(=O)c1ccc(F)cc1	-2%	-12%[46 µM]	16%	-2.5%	3%	-18%	3%
COC(=O)c1c(NC(=O)CSc2ccccc2N)sc(C)c1C	-2%	.	2%	-3.7%	-1%	3%	-5%
Cc1nn(CCC(=O)NNC(=S)Nc2ccc([N+](=O)[O-])cc2)c(C)c1[N+](=O)[O-]	-2%	.	2%	-2.9%	2%	?	2%
C/C(=N\NC(=O)CSc1nc2nc(C)cc(C)n2n1)c1ccccc1	-4%	?	-1%[46.1 µM]	-1.6%	-11%[38.3 µM]	1%	-4%
CN(C)c1ccc(C(=O)c2ccccc2C(=O)O)c(O)c1	2%	4%	-3%[46.1 µM]	0.0%	3%[38.3 µM]	-2%	-2%
COC(=O)c1sc(S(=O)(=O)N2CCC(C(=O)O)CC2)c(C(=O)OC)c1C	2%	1%	8%[46.1 µM]	-0.7%	13%[38.3 µM]	1%	3%
CN(Cc1ccccc1)C(=S)NC(=O)C1CCCCC1	.	-10%	-9%[46.1 µM]	0.9%	.	-1%	10%
COc1ccc2[nH]c(=O)c(CN(C(=O)c3cccnc3)c3cccc(C)c3)cc2c1	.	.	5%	0.1%	.	3%	8%
CN1CCN(c2ccc(NC(=O)c3ccccc3Br)cc2)CC1	-4%	1%	-9%[46.1 µM]	1.1%	18%[38.3 µM]	3%	3%
O=c1[nH]c(CSc2cccc[n+]2[O-])nc2ccccc12	.	.	?	3.1%	.	-4%	-10%
Cc1cc(N/C=C(\C#N)S(=O)(=O)c2ccc(Cl)cc2)nc(C)n1	.	.	4%[7.67 µM]	-1.4%	.	1%	3%
O=C(N/N=C/c1c[nH]c2ccccc12)c1cc(-c2cccc3ccccc23)n[nH]1	2%	?	-44%	-1.0%	6%	-10%	3%
CCn1c(=Nc2ccc(N3CCOCC3)cc2)ccc2ccccc21	1%	-7%	15%[46.1 µM]	0.0%	66%[activator][38.3 µM]	3%	-3%
OC1CCNC(=S)N1c1ccccc1 (configuration not stated)	.	.	24%	1.1%	-1%	-1%	4%
Cc1cc(NC(=O)CCN2CCC(C(N)=O)CC2)ccc1Br	-7%	22%	-8%[46.1 µM]	-1.7%	30%[activator][38.3 µM]	0%	-1%
Cc1c(/C(O)=C2\C(=O)C(=O)N(CCN(C)C)C2c2cccnc2)cnn1-c1ccccc1 (configuration not stated)	3%	3%	?	-2.8%	?	0%	-11%
O=C1c2ccccc2C(=O)C1Cc1cccc2ccccc12	-3%	-7%	-6%[46.1 µM]	-0.3%	-7%[38.3 µM]	-4%	4%
COc1c(C(O)CC(C)C)ccc2c1C(=O)OCc1cc(C)cc(O)c1O2 (configuration not stated)	.	.	53%	3.0%	2%	2%	2%
CCN1CCN(CCNC(=O)c2ccc(/C=C3/Sc4ccccc4N(Cc4ccccc4C)C3=O)cc2)CC1	2%	?	-36%	3.6%	22%	-6%	5%
O=C(O)C(Oc1ccc2c3c(c(=O)oc2c1)CCC3)c1ccccc1 (configuration not stated)	2%	0%	-9%[46.1 µM]	-1.0%	14%[38.3 µM]	7%	4%
Cc1cc(C)c(S(=O)(=O)N2CCN=C2c2ccccc2)cc1C	0%	11%	-6%[46.1 µM]	-3.0%	6%[38.3 µM]	-2%	1%
CC(=O)c1cccc(NC(=O)NC2CC3CCCC(C2)N3CC(C)C)c1 (configuration not stated)	-1%	-1%	0%[46.1 µM]	0.0%	6%	1%	6%
CCOC(=O)C(=NC1CCS(=O)(=O)C1)NNc1ccc(Br)cc1 (configuration not stated)	-1%	-12%[46 µM]	-24%	?	6%	3%	5%
SMILES	Luc counter	LMNA splice mod	NPSR antagonist	Epigenetic reg	IMPase Li inh	CBFb RUNX1 block	GLA spleen mod
S=c1[nH]nc(-c2ccncc2)n1/N=C/c1cn(-c2ccccc2)nc1-c1ccccc1	.	.	40%	9.6%	.	3%	-1%
Cc1cc(/C=C2/SC(=O)N(CC(=O)N3CCOCC3)C2=O)c(C)n1-c1ccccc1F	-3%	-2%	15%	3.1%	6%	-3%	0%
COc1ccc(OC)c(NC(=O)COc2ccc(S(=O)(=O)NC(C)C)cc2)c1	3%	-1%	-22%[46.1 µM]	-1.0%	1%[38.3 µM]	6%	-1%
COCCNC(=O)C(c1ccc(Cl)cc1)N(CCOC)C(=O)CCC(=O)Nc1nccs1 (configuration not stated)	2%	.	4%	8.0%	4%	1%	6%
COc1ccc(S(=O)(=O)NC(C)C(=O)Nc2ccccc2C(F)(F)F)cc1 (configuration not stated)	-3%	7%	-12%[46.1 µM]	2.8%	-8%[38.3 µM]	7%	0%
COc1cccc(-c2nn(-c3ccccc3)cc2C(=O)O)c1	-1%	?	-4%[46.1 µM]	0.0%	-3%[38.3 µM]	-3%	3%
O=C(c1cc2cc(Br)cc(Br)c2oc1=O)N1CCCc2ccccc21	4%	-11%	-3%[46.1 µM]	2.6%	-7%[38.3 µM]	3%	5%
COc1ccc(S(=O)(=O)N2CCC(C(=O)c3ccc4c(c3)OCCO4)CC2)cc1	-7%	?	-11%[46.1 µM]	0.2%	1%	-8%	-2%
CCCC(=O)Nc1c(-c2ccccc2OC)c(=O)c2ccccc2n1C	.	.	-15%	0.0%	.	3%	-3%
CCC1NC(=S)NC(C)=C1C(=O)c1ccccc1 (configuration not stated)	3%	.	10%	-2.8%	-6%	3%	-3%
N/C(Cc1ccc([N+](=O)[O-])cc1)=N\OC(=O)c1cccc(Br)c1	3%	.	-1%	2.4%	9%	0%	13%
O=C(c1ccc(Cl)c([N+](=O)[O-])c1)N(c1ccccn1)c1ccccn1	-2%	-6%	-4%	0.0%	-2%	2%	6%
